Assay outcomes: PubChem, Broad Institute
PglD DTNB: blocks C. jejuni PglD acetyltransferase activity. purified PglD enzyme, DTNB colorimetric CoA detection. inhibition, % at 12.5 µM. actives 0.098% (n = 360,000); in the data active = inhibition above about 16%, passing the limit was not always enough; inconclusive = no clear call, values can overlap the other calls; also: strong numbers were not always called active
ERAP1 HTS inh: inhibitors of human ERAP1 aminopeptidase | actives 0.15% (n = 340,000) | AID 652197 | recombinant ERAP1, Leu-AMC fluorescence, 60 min | inhibition, % at 10.7 µM;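 active = mean replicate inhibition of at least 30%, or all replicates individually reaching that 30% level; inactive = mean below 30% and not every replicate reaching it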;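 also: 0% = neutral control wells and 100% = L-leucinethiol positive control wells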
Target sequence (Q9NZ08 whole entry, looked up): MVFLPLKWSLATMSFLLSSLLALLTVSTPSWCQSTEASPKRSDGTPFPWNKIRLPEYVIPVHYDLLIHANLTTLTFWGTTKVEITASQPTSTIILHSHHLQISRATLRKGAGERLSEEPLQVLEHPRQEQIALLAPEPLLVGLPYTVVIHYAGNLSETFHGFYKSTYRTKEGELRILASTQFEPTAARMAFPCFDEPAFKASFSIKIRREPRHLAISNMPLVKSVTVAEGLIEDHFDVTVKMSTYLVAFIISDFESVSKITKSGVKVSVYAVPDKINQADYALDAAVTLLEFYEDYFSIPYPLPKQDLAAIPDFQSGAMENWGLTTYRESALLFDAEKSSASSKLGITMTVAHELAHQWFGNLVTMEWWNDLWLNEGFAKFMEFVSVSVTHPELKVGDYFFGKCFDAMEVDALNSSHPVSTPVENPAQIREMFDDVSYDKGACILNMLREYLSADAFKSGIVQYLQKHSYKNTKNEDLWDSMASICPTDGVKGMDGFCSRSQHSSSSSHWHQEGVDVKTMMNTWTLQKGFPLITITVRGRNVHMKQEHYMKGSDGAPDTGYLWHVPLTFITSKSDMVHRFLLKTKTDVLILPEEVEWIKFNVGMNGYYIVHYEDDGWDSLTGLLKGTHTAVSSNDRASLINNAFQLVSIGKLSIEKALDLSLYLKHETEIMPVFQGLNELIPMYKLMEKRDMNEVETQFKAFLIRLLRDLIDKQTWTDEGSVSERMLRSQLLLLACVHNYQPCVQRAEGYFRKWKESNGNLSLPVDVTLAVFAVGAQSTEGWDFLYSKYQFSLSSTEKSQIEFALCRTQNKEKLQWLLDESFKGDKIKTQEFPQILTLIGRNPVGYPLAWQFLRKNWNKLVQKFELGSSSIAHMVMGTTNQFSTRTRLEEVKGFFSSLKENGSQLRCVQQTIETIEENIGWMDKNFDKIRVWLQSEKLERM
PAX8 reporter: inhibitors of PAX8 transcriptional activity in RMG-I cells; actives 1.2% (n = 360,000); RMG-I TPO-luciferase reporter, SteadyGlo, 24 h; inhibition, % at 12.6 µM;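 active = mean replicate inhibition at least 60% with every replicate also reaching 60%; inconclusive = only one of the two criteria is met; inactive = mean below 60% and not all replicates reaching 60%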;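 also: luciferase light reporting Pax8 driven TPO promoter activity; plate controls were median of neutral control wells for no effect and mitoxantrone controls for full effect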
S100A4 inh HTS: inhibitors of human S100A4 binding to myosin IIA peptide; inhibition, % at 10.7 µM; AID 652163; actives 0.14% (n = 360,000); P26447; S100A4/TAMRA-MyoIIA peptide fluorescence polarization;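 active = mean inhibition of at least 70% across replicates, with every replicate also reaching that level; inconclusive = mean inhibition reaches 70% but some replicates fall short; inactive = mean inhibition below 70%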
Target sequence (P26447 whole entry, looked up): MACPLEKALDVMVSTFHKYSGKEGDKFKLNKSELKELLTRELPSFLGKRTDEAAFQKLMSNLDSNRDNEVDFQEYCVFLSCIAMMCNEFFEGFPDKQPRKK
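Material: human S100A4 monomer with TAMRA-labelled myosin IIA peptide; buffer or medium: HEPES pH 7.2 with CaCl2, KCl, NaCl, DTT, Triton; compound dosing: one concentration per compound; schedule: 5 min incubation before reading; benchmarks: neutral control DMSO, positive control TFP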
EWS-Fli inh: inhibitors of EWS/Fli oncoprotein transcriptional activity. inhibition, % at 12.6 µM. AID 651661. A673 NR0B1-luciferase reporter, viability-normalised. actives 0.67% (n = 350,000);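 active = mean inhibition of at least 50% after viability correction, with every replicate also passing that limit; inconclusive = mean reaches 50% but only one of two replicates passes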;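 also: firefly luciferase signal divided by Alamar Blue viability fluorescence both relative to DMSO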
PGC1a acetyl inh: PGC1a acetylation modulation, inhibitor mode; U2OS PGC1a acetylation, AlphaScreen anti-acetyl-lysine; with virally co-expressed GCN5 acetyltransferase; inhibition, % at 15.6 µM; actives 0.17% (n = 350,000);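 active = every replicate shows inhibition of at least 40%; inconclusive = mean inhibition at least 40% but some replicate below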;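 also: 0% = neutral control wells and 100% = positive control wells; some results beyond the cut were filed as inactive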
LGR2 antag: inhibitors of bursicon-induced Drosophila LGR2 receptor cAMP signaling. HEK293 LGR2, CRE-luciferase, bursicon-stimulated, 4 h. inhibition, % at 9.99 µM. actives 0.35% (n = 380,000). AID 720647;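 active = drop in luminescence signal, shown as inhibition above about 50% in the replicate tests, limit read from the data, passing the limit was not always enough; inconclusive = probably only some replicates passing the limit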;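 also: agonist challenge used bursicon conditioned medium at about half maximal strength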
FN deposit inh: fibronectin deposition inhibition | AH1F fibroblasts, Alexa488-fibronectin deposition fluorescence, overnight | inhibition, % at 12.6 µM | actives 0.086% (n = 350,000);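 active = mean inhibition across replicates of 30% or more, regardless of how many single replicates reach that level; inconclusive = mean under 30% yet at least half of replicates reach 30%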;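 also: positive control wells lacked labelled fibronectin entirely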
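Material: AH1F fibroblasts assembling fluorescent fibronectin matrix; amount: 10000 AH1F cells/well; medium: DMEM, 2% serum; reagent: Alexa488-fibronectin, 24 nM final in well; dosing: single compound dose, delivered by pin transfer; incubation: 1 h adhesion, overnight exposure; detection: fluorescence after three HBSS washes, excitation 485 nm, emission 525 nm; measure: fibronectin deposition inhibition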
* = called active by the depositor; ? = inconclusive; · = no result given.

SMILES	PglD DTNB	ERAP1 HTS inh	PAX8 reporter	S100A4 inh HTS	EWS-Fli inh	PGC1a acetyl inh	LGR2 antag	FN deposit inh
C[C@H]1CN([C@@H](C)CO)C(=O)Cc2cc(NC(=O)CCC(F)(F)F)ccc2O[C@@H]1CN(C)S(=O)(=O)c1cccs1	0.0	-0.9	·	0.6	0.0	8.0	-20.3	·
CCN1CCN(CCCNC(=O)CCc2nc(-c3ccc(OC)cc3)no2)CC1	-3.0	-3.2	-2.6	-2.9	-6.6	·	18.5	3.7
CCC(C)[C@H](NC(=O)C1CC(=O)N(c2ccc3c(c2)OCCO3)C1)C(=O)NC1CCCC1 (stereo partly specified)	-1.6	2.2	-3.5	-13.9	0.9	-6.7	11.0	2.4
O=c1[nH]c(=O)c2cc3ccccc3nc2[nH]1	11.4	-5.5	-16.9	20.8	-16.5	13.3	-10.4	-3.0
C[C@@H]1CN([C@H](C)CO)S(=O)(=O)c2ccc(C#Cc3ccccc3F)cc2O[C@H]1CN(C)C(=O)Cc1cccnc1	10.4	5.1	·	-9.1	10.9	3.3	16.1	9.5
O=C(CSc1nc2ccccc2c(=O)n1-c1ccc(F)cc1)Nc1ccc2c(c1)CCC2	·	-4.8	25.4	-1.7	-14.2	·	-4.0	12.3
C[C@@H]1CN([C@@H](C)CO)C(=O)c2cc(Br)cnc2O[C@@H]1CN(C)S(=O)(=O)c1ccccc1	0.0	2.5	·	2.7	-16.8	0.6	1.3	·
O=C(c1ccccc1)c1ccc(Oc2ccc(C(=O)O)c(C(=O)O)c2)cc1	-7.3	1.4	5.2	2.0	1.0	·	-3.3	-2.5
O=C(c1ccc([N+](=O)[O-])cc1[N+](=O)[O-])N1CCCC1	-1.1	1.7	5.6	7.5	1.5	-5.4	14.3	·
O=S(=O)(c1cccc(Cl)c1)N1CCC(c2nc3ccccc3[nH]2)CC1	6.7	-5.7	-5.4	-5.4	21.3	-6.7	-1.1	-13.7
CC(C)[C@H](NC(=O)N1CCn2c1nc1ccccc12)C(=O)NCc1ccc2c(c1)OCO2	1.1	2.6	9.5	-4.5	-0.6	-3.8	12.5	-6.1
Cc1cc(NC(=O)CCCN2C(=O)/C(=C/c3ccccc3Cl)SC2=S)no1	-2.8	-5.1	-50.2	12.6	·	-0.1	9.8	·
Cc1cc(Cl)c(S(=O)(=O)N2CCN(c3ccc(F)cc3)CC2)cc1OCC(N)=O	-2.0	·	23.1	·	·	-21.0	·	17.2
CSc1ccc(CN2CCC(C)(Oc3ccc4ccccc4c3)C2)cc1 (stereo unspecified)	2.7	-1.4	·	2.5	-12.9	-6.4	-15.0	2.5
Cn1c(N)c(C(=O)CSc2nc3ccccc3c(=O)n2CCCN2CCOCC2)c(=O)n(C)c1=O	·	1.0	-16.5	-4.1	-14.5	-4.4	·	-2.3
O=S(=O)(c1ccc(Cl)cc1)N1CCN(C(=S)Nc2ccc(F)c(Cl)c2)CC1	-8.9	·	13.8	·	·	-10.9	-1.8	15.3
O=C(COC(=O)CSc1nnc(-c2ccc(Cl)cc2)o1)Nc1cc(Cl)ccc1Cl	1.8	·	13.5	-1.1	-4.1	4.8	-10.6	·
C[C@H](CO)N1C[C@H](C)[C@H](CN(C)Cc2ccccc2)Oc2c(NS(=O)(=O)c3cn(C)cn3)cccc2C1=O	-0.6	-1.1	-24.8	5.6	-7.6	·	?	·
O=C(CN1CCN(C(C(=O)Nc2cc(C(F)(F)F)ccc2Cl)c2ccccc2)CC1)NC1CC1 (stereo unspecified)	-2.7	0.6	6.9	0.5	7.4	-21.0	9.0	-4.0
CN1CCN(C(=S)Nc2cc(S(=O)(=O)N3CCOCC3)ccc2Cl)CC1	-3.2	2.3	-3.2	-3.4	-8.9	5.6	1.7	8.2
COc1ccc(-c2cnc3c(c2)C(=O)N([C@H](C)CO)C[C@@H](C)[C@@H](CN(C)Cc2cccnc2)O3)cc1	0.8	-0.2	·	-3.5	-3.1	5.1	-6.6	5.8
O=C1Nc2ccccc2C1(O)c1ccccc1O (stereo unspecified)	-3.1	-1.1	11.2	-2.1	4.3	4.9	-23.3	0.2
COc1ccccc1CNC(=O)C[C@H]1C[C@@H]2c3cc(NC(=O)CC4CC4)ccc3O[C@@H]2[C@@H](CO)O1	-0.8	·	9.6	·	5.1	0.0	-12.0	-5.6
CCc1cc(C(=O)c2ccc(OC)cc2)c(NC(=O)CC(C)(C)CC(=O)O)s1	·	8.8	-1.4	-2.6	4.8	-7.5	-18.3	11.5
CC(C#N)N1CCN(S(=O)(=O)c2ccc3c(c2)CCC3)CC1 (stereo unspecified)	-1.6	-1.6	-6.0	-0.7	1.2	5.2	14.8	6.5
Cc1nc([N+](=O)[O-])c(Br)n1Cc1ccc(Cl)c(Cl)c1	1.1	-0.4	22.7	-0.8	53.6*	-89.8	21.7	5.4
CN(CC(=O)Nc1ccc(F)cc1)C(=O)c1cc([N+](=O)[O-])ccc1N1CCOCC1	·	2.5	17.1	-1.9	-1.2	·	4.7	-9.0
Cc1cnc(CN(C)Cc2nc(Cc3cccc(C(F)(F)F)c3)no2)[nH]1	0.9	1.5	13.7	-21.4	8.6	1.8	-76.5	·
CCOC(=O)CNC(=O)CSc1nc2cccnc2n1Cc1ccccc1	-0.3	·	2.5	·	·	3.5	·	-8.2
COC(=O)c1ccc(NC(=O)COc2ccc([N+](=O)[O-])cc2)cc1	-4.3	2.1	9.1	0.4	4.8	10.8	-3.8	-1.9
COc1ccc(NC(=O)C2(c3cccs3)CCOCC2)cc1	1.0	-1.1	-3.5	-5.3	2.2	3.6	-9.7	-3.1
C[C@H]1CN([C@@H](C)CO)C(=O)c2cc(NC(=O)Nc3ccc(C(F)(F)F)cc3)ccc2O[C@H]1CN(C)C(=O)Nc1ccccc1	-2.4	1.0	40.4	-14.6	3.9	1.3	-2.5	·
C[C@H](CO)N1C[C@H](C)[C@H](CN(C)C(=O)C2CCOCC2)Oc2ncc(Br)cc2C1=O	-1.3	0.6	·	21.3	-6.4	16.7	-6.4	·
Cc1cc(-c2cc(C(=O)NCc3ccccc3)on2)nc(NCC2CC2)n1	1.1	1.3	10.7	-1.4	1.7	·	2.1	6.9
CC(C)NC(=O)N[C@@H]1CC[C@H](CC(=O)NCCN2CCCC2)O[C@H]1CO	-4.1	1.8	0.9	-8.7	-2.6	5.1	-1.0	5.1
COc1ccc(-c2cc(NC=O)c3ncc(-c4cc(OC)c(OC)c(OC)c4)n3c2)cc1	-2.4	5.3	71.6*	-6.1	42.4	-9.4	-25.2	4.4
CCCn1ncc(/C=N/O)c1C	2.0	-3.2	-170.3	-2.1	-5.9	25.6	-4.7	2.7
O=C1CN(S(=O)(=O)Cc2ccccc2)C[C@H]2[C@@H](c3ccc(C#Cc4cccc(F)c4)cc3)[C@H](CO)N12	·	0.8	·	2.0	·	-4.6	-7.3	·
COc1cc(OC)cc(C(=O)Nc2cc(-c3cn4cccnc4n3)ccc2C)c1	·	-0.9	-15.2	-2.0	-48.4	-10.4	1.0	-5.7
C[C@@H]1CN([C@@H](C)CO)C(=O)c2cccc(NC(=O)C3CCCCC3)c2O[C@H]1CN(C)Cc1ccc(C(=O)O)cc1	3.5	-0.4	·	2.3	9.2	15.0	-4.9	·
O=C(CN1CCOCC1)Nc1ccc(OC(F)(F)F)cc1	-2.1	1.5	-17.7	-3.9	-8.4	·	-8.8	1.8
COc1ccc(-c2cc(C(=O)N3CCN(C(=O)c4ccccc4F)CC3)[nH]n2)cc1	-1.1	3.4	2.6	-5.4	-12.0	10.3	12.7	-3.2
CC1(CCC(=O)O)C(=O)CCC2C1CCC1(C)C2CCC1(C)O (stereo unspecified)	-4.7	-7.1	4.5	-0.1	0.5	-9.6	25.6	-8.8
Cc1cc(C(=O)NCc2ccccc2Cl)c2ccccc2n1	7.8	2.3	-9.6	-5.5	14.8	·	-6.0	-5.1
Cc1ccc(C(=O)c2ccc(C)cc2)cc1	1.5	-3.6	-8.1	13.9	-54.9	·	-41.2	5.1
CCS(=O)(=O)N1CCCCN2[C@H](CO)[C@@H](c3ccc(-c4ccccc4)cc3)[C@@H]2C1	-6.4	-0.5	-24.7	14.7	0.7	-15.7	11.6	·
O=S(=O)(Cc1ccccc1)N1CCCCN2[C@H](C1)[C@H](c1ccc(-c3ccncc3)cc1)[C@@H]2CO	2.1	1.2	25.7	20.9	6.9	3.6	7.3	·
O=C(NCCc1ccc(F)cc1)c1coc(=O)c(Br)c1	-4.3	-0.9	1.8	6.6	39.1	-6.6	-8.2	16.5
O=C(COC(=O)c1cccc(Cl)c1)NC(=O)NCc1ccccc1	-1.0	-1.5	-4.0	-0.7	1.4	-2.5	8.7	5.3
O=C(CN1CCc2ccccc2C1)Nc1ccccc1F	-6.9	-1.7	7.7	-0.8	6.4	-9.3	-1.8	7.3
COc1ccc(S(=O)(=O)N2CCCCCC2)cc1C(=O)N1CCN(c2ccc(F)cc2)CC1	3.2	2.3	1.4	-10.1	7.1	2.5	-12.1	-0.7
CCCOCC(O)CC(Cc1ccccc1)C(=O)NN (stereo unspecified)	·	4.7	-17.9	-0.4	14.1	-3.4	-7.0	1.6
O=C(NCc1ccc(Cl)c(Cl)c1)c1cc(C2CCCCN2C(=O)OCCF)on1 (stereo unspecified)	-2.8	2.4	12.8	-2.1	7.3	2.6	6.7	2.8
COc1ccc(/C=C2\SC(=S)N(N3CCOCC3)C2=O)c(OC)c1	-0.1	-5.3	2.5	4.5	-14.1	2.1	-11.1	0.2
On1nnc2ccc3ccccc3c21	1.4	2.7	17.6	-2.6	3.0	·	3.0	3.0
CCCN(/C=N/c1sc2c(c1C#N)CCCCC2)CCC	-9.8	·	-41.3	·	·	-4.4	·	-0.9
CCOc1ccc(Nc2ccc(N)c(S(=O)(=O)O)c2)cc1	0.3	9.6	5.5	8.0	-1.5	-1.4	4.1	-3.4
C=CCN1C(=O)/C(=C2/Sc3ccccc3N2CC)SC1=S	-1.0	-0.5	-2.2	-4.2	25.5	-11.5	3.9	3.4
C[C@@H]1CN([C@@H](C)CO)C(=O)c2cc(NC(=O)c3ccncc3)ccc2O[C@@H](C)CCCCO[C@H]1CN(C)S(=O)(=O)c1cccs1	0.7	1.0	-23.8	-16.8	-4.7	-1.7	-22.1	4.8
COc1cc(NC(=O)c2ccccc2F)c(OC)cc1NC(=O)CN1CCCCC1	0.6	2.7	-4.8	-2.4	-4.0	·	-3.1	6.6
Cc1cc(NC(=O)CCCN2C(=O)c3cccc4cccc(c34)C2=O)no1	·	-3.5	-1.9	-10.9	-1.0	·	1.7	7.4
C=CCOc1cc(OC)c(OC)c(OC)c1	1.2	-1.4	2.9	-1.0	9.2	·	13.9	-8.9
CNC(=O)C[C@H]1CC[C@@H]2[C@H](COc3ccc(NC(=O)NC(C)C)cc3C(=O)N2C)O1	-0.6	·	20.8	·	-3.4	-10.9	0.7	-2.0

Look-ups from above:
LGR2 antag result of O=c1[nH]c(=O)c2cc3ccccc3nc2[nH]1 reads -10.4
PglD DTNB result of C[C@H]1CN([C@@H](C)CO)C(=O)Cc2cc(NC(=O)CCC(F)(F)F)ccc2O[C@@H]1CN(C)S(=O)(=O)c1cccs1 reads 0.0
